# High-throughput results from PubChem BioAssay.
# Yeast growth inh – growth inhibitors of yeast BB579 in restrictive medium, primary screen, yeast lifespan-shortening project, S. cerevisiae | 140,000 tested, 0.51% active | inhibition, % at 10 µM | OD615, 48 h;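 active = inhibition above a set limit, 3 SD over the mean compound inhibition, cut at about 44% in these data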; note: inactives centre near -24
#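 Assay system – yeast BB579 (DeaD) · Dosing – single compound dose of 10 µM, 0.25% DMSO final · Detection – OD615 turbidity measurement · Buffer or medium – CSMM-D restrictive synthetic medium containing dextrose (glucose) · Benchmarks – positive control amphotericin B 10 µg/mL · Incubation – 48 h exposure, 30 °C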
# GALR2 antag – GALR2 antagonists in receptor-expressing cells, primary screen | Galanin receptor type 2 (Homo sapiens), O43603 | antagonist mode | inhibition, % at 4 µM | 140,000 tested, 0.39% active | AID 828, 2007; in the data active = inhibition above about 27%;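 note: cells stimulated with galanin 1-16 at roughly its EC80; 0% = agonist challenge control and 100% = basal control without agonist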
# Target sequence (O43603 whole entry, looked up): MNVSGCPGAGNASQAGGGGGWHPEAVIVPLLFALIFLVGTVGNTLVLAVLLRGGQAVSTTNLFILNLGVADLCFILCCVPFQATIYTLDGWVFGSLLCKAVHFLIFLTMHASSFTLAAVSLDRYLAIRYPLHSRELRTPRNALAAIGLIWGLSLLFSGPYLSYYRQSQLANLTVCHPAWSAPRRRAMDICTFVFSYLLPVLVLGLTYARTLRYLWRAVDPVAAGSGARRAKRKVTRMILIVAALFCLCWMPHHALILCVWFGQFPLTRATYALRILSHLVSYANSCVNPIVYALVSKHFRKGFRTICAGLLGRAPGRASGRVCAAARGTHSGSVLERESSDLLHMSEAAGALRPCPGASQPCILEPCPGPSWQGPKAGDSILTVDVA
# E-sel TNF inh – E-selectin induction blockers in HUVEC – imaging, immunofluorescence, high content, primary screen. 120,000 tested, 0.71% active. inhibition, % at 2 µM. AID 1246, 2008. HUVEC TNFa-induced E-selectin immunofluorescence;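 active = inhibition above the batch mean plus 3 SD, and confirmed as a hit on visual image review, cut at about 43% in these data; inconclusive = passes the inhibition cutoff but fails visual image review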;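 note: 0% = TNF-stimulated DMSO wells and 100% = unstimulated control wells; not every result past the cut was called active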
# HCT116 PTEN-null – growth suppression of PTEN-null HCT116, primary screen, cell-based, CellTiter-Glo | AID 827, 2007 | viability, % at 10 µM | HCT116 PTEN-null viability, 60 h; stronger effect = lower value | 140,000 tested, 1.2% active;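 active = viability at or below a set limit, 4 SD under the median of all tested compounds, cut at about 3.7% in these data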;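 note: PTEN knockout HCT116 line with beta catenin targeted HCT116 as companion control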
# Phagocyt inh – inhibitors of macrophage phagocytosis, primary screen, imaging, J774A.1 cells, IgG beads; J774A.1 macrophage IgG-bead phagocytosis; inhibition, % at 5 µM; 110,000 tested, 0.07% active; AID 1029, 2008;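 active = inhibition above the mean of the plate negative controls plus 5 SD, cut at about 13% in these data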;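 note: phagocytic index as fraction of beads internalized from green versus red external bead signal; plate controls were DMSO negative control for no effect and cytochalasin-D positive control for full effect; some results beyond the cut were filed as inactive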
# Yeast life ext – compounds extending yeast replicative lifespan, primary screen, S. cerevisiae, OD615; S. cerevisiae growth with nicotinamide; deaD strain in restrictive glucose medium; 130,000 tested, 0.68% active; inhibition of the nicotinamide effect, % at 10 µM;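 active = inhibition above a set limit, placed 3 SD over the median of all compounds, cut at about 26% in these data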;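 note: 0% = nicotinamide-treated wells and 100% = cells grown without nicotinamide; some compounds called inactive have numbers as strong as hits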
#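 Assay system: engineered S. cerevisiae DeaD replicative-lifespan strain, galactose-grown log-phase cells; Buffer or medium: CSMM-D glucose medium, restrictive; Probe or stimulus: nicotinamide 1.5 mM; Compound: single dose 10 µM compound, 0.25% DMSO; Schedule: 4 h preincubation then 48 h treatment at 30 °C; Technique: OD615 measurement.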
# MRP-1 activ – H69AR viability gain despite doxorubicin, primary screen, MRP-1 activator project, H69AR cells, CellTiter-Glo. viability rescue. viability increase, % at 10 µM. 140,000 tested, 0.61% active;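 active = viability gain under doxorubicin at or above a set limit, the compound median plus 3 SD, cut at about 4.7% in these data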;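 note: MRP-1 overexpressing cells given doxorubicin 25 µM after compound pretreatment; 18-22 h compound pretreatment then 72 h with doxorubicin before readout; 0% = doxorubicin-only wells and 100% = vehicle-treated cells without doxorubicin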
# Measles CPE – compounds protecting cells from measles virus cytopathic effect, primary screen, measles RdRp inhibitor project, single point, MLSMR library, absorbance; protection (pct of control), % at 4 µM; 140,000 tested, 1.5% active; Measles virus-infected cells, CPE protection; AID 841, 2007; in the data active = protection mostly above about 24%, no sharp cut-off; inactive = mostly below about 26%; note: some compounds called inactive have numbers as strong as hits
# bCat KO growth – primary screen for growth suppressors in beta-catenin knockout HCT116 cells (colon tumor, human). viability, % at 10 µM. 140,000 tested, 1.5% active. HCT116 beta-catenin knockout viability, CellTiter-Glo, 60 h; stronger effect = lower value;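 active = viability at or under a set limit, the compound median less 4 SD, cut at about 6% in these data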;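 note: 0% = Hyamine 1622 control at 20 µM and 100% = untreated cell control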
# NPY Y2 blocker – NPY-Y2 receptor antagonists, primary screen, cell-based; Neuropeptide Y receptor type 2 (Homo sapiens), P49146; NPY-Y2 expressing cells, antagonist mode; inhibition, % at 2.7 µM; 140,000 tested, 0.99% active; AID 793, 2007; in the data active = inhibition above about 17%;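 note: 0% = vehicle with agonist challenge and 100% = reference antagonist with challenge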
# Target sequence (P49146 whole entry, looked up): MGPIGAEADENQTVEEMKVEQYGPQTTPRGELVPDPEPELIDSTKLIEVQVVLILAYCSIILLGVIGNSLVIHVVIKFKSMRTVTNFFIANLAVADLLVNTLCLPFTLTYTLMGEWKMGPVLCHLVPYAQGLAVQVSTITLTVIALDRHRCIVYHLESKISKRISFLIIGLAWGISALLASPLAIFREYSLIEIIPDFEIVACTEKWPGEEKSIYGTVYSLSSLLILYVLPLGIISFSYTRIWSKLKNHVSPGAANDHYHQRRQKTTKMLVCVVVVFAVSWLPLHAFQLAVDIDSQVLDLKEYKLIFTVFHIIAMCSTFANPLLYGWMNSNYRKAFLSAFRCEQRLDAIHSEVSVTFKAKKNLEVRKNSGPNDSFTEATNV
# Numbers without * were called inactive; ? = inconclusive; nt = not tested or not shown; & = joins results of further samples. Not all compounds are listed. The share of hits here may be higher or lower than overall.
mol	GALR2 antag	Yeast growth inh	E-sel TNF inh	Phagocyt inh	Measles CPE	Yeast life ext	NPY Y2 blocker	bCat KO growth	MRP-1 activ	HCT116 PTEN-null
O=C(Nc1ccc(Cl)cc1)O/N=C(\c1ccccc1)c1ccccn1	-4	-18	-13	-3	25	-6	0	98	-2.3	98
Cc1cc([N+](=O)[O-])c(Cl)cc1NC(=O)C(C)C	-4	-30	nt	-7	10	-1	3	84	-0.3	95
CC1CCCCN1C(=O)c1ccc(N2CC3CC(C2)c2cccc(=O)n2C3)c([N+](=O)[O-])c1 (stereo not given)	-5	-17	-4	-5	4	2	1	99	-0.9	99
FC(F)(F)c1ccccc1CN1CCN(Cc2ccccc2)CC1	-10	-5	1	-2	3	-10	1	91	-2.2	87
Cc1cccc(N2C(=O)NC(=O)/C(=C\c3cccn3-c3ccc(Cl)cc3)C2=O)c1	8	-36	-5	nt	7	2	0	41	-2.8	28
O=c1[nH]c(CN2CC=C(c3ccccc3)CC2)nc2cc(C(F)(F)F)ccc12	11	-4	-33	0	8	-13	1	89	-1.5	78
O=P(C(=Nc1ccc(Cl)cc1)N1CCOCC1)(N1CCOCC1)N1CCOCC1	-5	6	-8	nt	19	nt	4	95	-2.9	89
O=c1[nH]c(=O)n(Cc2ccc(F)cc2)c(O)c1C=NCc1cccnc1	-1	-32	-13	0	10	-10	2	84	-0.1	87
Cn1c(O)c(C(=O)c2ccccc2Cl)c(=O)n(C)c1=O	5	3	-13	0	7	nt	4	98	-0.3	101
O=C1NC(=O)N(c2ccc3c(c2)OCO3)C(=O)/C1=C/c1ccc(N2CCCC2)o1	0	-46	-1	-10	10	2	-1	90	-0.2	104
C=CP(=O)(O)c1ccccc1	8	-49	-43	3	2	-5	2	90	0.9	93
CCN1CCN(c2ncnc3ccc(Br)cc23)CC1	-2	-82	-21	nt	15	-10	3	107	-1.4	108
O=c1c(C=NCc2cccs2)c(O)n(C2CCCCC2)c(=O)n1C1CCCCC1	-3	-19	24	-1	41	-9	1	110	2.8	104
NP(=O)(OCC(F)(F)F)Oc1ccc(Cl)cc1 (stereo not given)	2	-30	-8	-7	7	5	5	94	0.2	105
O=c1c(/C=N/N2CCOCC2)c(O)n(-c2ccccc2)c(=S)n1-c1ccccc1	-2	-43	nt	-1	3	7	1	87	1.7	93
Fc1ccc(C(OCCN2CCCC2)c2ccc(F)cc2)cc1	3	8	27	-4	4	6	12	76	-3.2	85
O=C(CNC(=O)c1ccccc1)Nc1ccc(Br)cc1C(=O)c1ccccc1	2	-62	nt	0	5	-17	10	85	-0.3	101
CC(=O)OC1N=C(c2ccccc2)c2cc(Br)ccc2N(C)C1=O (stereo not given)	6	-29	13	nt	2	-10	2	84	-1.6	87
CN1CCN(c2ccc(S(=O)(=O)C(F)(F)F)cc2[N+](=O)[O-])CC1	3	19	7	-10	3	6	2	102	0.9	100
CC(=NCCO)c1c(O)n(C2CCCCC2)c(=O)[nH]c1=O	2	-19	18	3	11	-4	0	100	0.5	100
COc1cc2c(cc1OC)-c1c(OC)c(OC)cc3c1C(C2)N(C)CC3 (stereo not given)	-4	-5	4	-1	12	-11	2	67	-1.9	51
O=C(Cc1ccccc1)OCCN1CCCCC1	-11	-27	0	-1	3	-10	4	98	1.3	105
CC1(c2ccccc2)NCCN2C(=O)CSC21 (stereo not given)	-10	-14	9	-2	4	1	2	97	-2.2	102
C=CCn1c(O)c(C(C)=Nc2ccc(NC(C)=O)cc2)c(=O)[nH]c1=O	-3	-56	?	1	1	-2	0	101	0.2	105
CCCOc1ccccc1C1SCC(=O)Nc2c1c(=O)[nH]n2C(C)CCC (stereo not given)	9	-14	-37	0	14	-1	1	102	2.2	95

# Only Yeast life ext and HCT116 PTEN-null, for some of the entries so far:
Structure | Yeast life ext | HCT116 PTEN-null
O=C1NC(=O)N(c2ccc3c(c2)OCO3)C(=O)/C1=C/c1ccc(N2CCCC2)o1 | 2 | 104
O=P(C(=Nc1ccc(Cl)cc1)N1CCOCC1)(N1CCOCC1)N1CCOCC1 | nt | 89

# Copied from the list:
# Result for O=c1c(C=NCc2cccs2)c(O)n(C2CCCCC2)c(=O)n1C1CCCCC1 under GALR2 antag: -3
# Result for O=c1c(/C=N/N2CCOCC2)c(O)n(-c2ccccc2)c(=S)n1-c1ccccc1 under MRP-1 activ: 1.7
# Result for Fc1ccc(C(OCCN2CCCC2)c2ccc(F)cc2)cc1 under Measles CPE: 4
# Result for C=CCn1c(O)c(C(C)=Nc2ccc(NC(C)=O)cc2)c(=O)[nH]c1=O under GALR2 antag: -3
# Result for O=C(CNC(=O)c1ccccc1)Nc1ccc(Br)cc1C(=O)c1ccccc1 under Phagocyt inh: 0

# Next entries.
mol	GALR2 antag	Yeast growth inh	E-sel TNF inh	Phagocyt inh	Measles CPE	Yeast life ext	NPY Y2 blocker	bCat KO growth	MRP-1 activ	HCT116 PTEN-null
C=C[C@@H]1C[C@@]1(C)[C@@H](NP(=O)(c1ccccc1)c1ccccc1)c1ccccc1	1	-38	-24	nt	13	6	23*	74	-1.8	62
Cc1ccccc1N1C(=O)NC(=O)/C(=C\c2cnn(-c3ccccc3)c2)C1=O	-6	-40	nt	-5	6	9	5	89	-2.4	83
c1ccc(CCNCc2ccccc2)cc1	10	-24	nt	1	nt	2	0	95	-1.9	99
[O-][n+]1onc2c1CCC1N(O)CCC21O (stereo not given)	6	-27	4	-5	24	-8	0	109	-1.4	103
CCN(CC)CCOC(=O)c1ccc(N=Cc2c(O)[nH]c(=O)[nH]c2=O)cc1	-4	21	51*	0	60*	-18	-2	79	-2.9	86
O=P(NS(=O)(=O)c1ccc(Cl)cc1)(Oc1ccccc1)Oc1ccccc1	-13	-8	16	nt	9	nt	5	94	-0.9	91
COc1ccccc1CCNC1CCC(C)CC1 (stereo not given)	4	-4	nt	-2	14	-1	2	77	-2.2	86
CC1(C)N(O)C2CCCCC2N1O (stereo not given)	5	-34	20	-1	12	-6	0	104	-0.8	87
Cc1ccc(C(c2nnnn2Cc2ccccc2)N2CC=C(c3ccc(F)cc3)CC2)cc1 (stereo not given)	2	-54	-9	nt	6	-11	1	79	-0.4	65
C=CCn1c(O)c(C(C)=NCCCO)c(=O)[nH]c1=O	4	-28	2	-1	10	-13	2	94	0.3	102
C/C(=N/OC(=O)N(C)C)c1ncc(C(F)(F)F)cc1N1CCOCC1	5	-15	12	0	5	-3	-3	91	-2.1	93
O=C(CNC(=O)OCc1ccccc1)Nc1ccc(Br)cc1C(=O)c1ccccc1Cl	2	-22	-77	17	20	0	6	45	-4.5	20
CC1(C)C(C(=O)NCc2ccco2)C1(C)C	-6	1	nt	0	5	-10	2	80	-2.2	86
O=C(CCC(=O)N1CCC2(CC1)OCCO2)Nc1nnc(C(F)(F)F)s1	0	-23	nt	1	12	-9	1	91	-1.7	85
C=CCn1c(O)c(C(C)=NCCCN2CCOCC2)c(=O)[nH]c1=O	-4	-55	3	-3	27	-16	-1	93	-0.8	92
COc1ccccc1N1CCN(Cc2cccc(OC)c2O)CC1	-1	-39	-14	1	12	-2	2	90	-2.0	81
COc1cc2c(cc1OC)-c1c3c(cc4c1[C@@H](C2)N(C)CC4)OCO3	-13	-49	nt	nt	3	-1	3	19	-2.4	18
CC(C)NC(=O)Cn1cc(C(=O)c2ccccc2F)c2ccccc21	-2	-24	-7	1	7	-11	1	99	1.2	99&96
Cc1cccc(-n2c(/C=C/c3ccc([N+](=O)[O-])o3)nc3ccccc3c2=O)c1	-18	-43	nt	-5	3	-1	1	0.8*	-5.4	0.6*
CCOC(=O)C1CCN(C(C)C(=O)c2c(C)[nH]c3cc(C)ccc23)CC1 (stereo not given)	7	-3	9	-1	12	-9	2	83	-0.3	79
Clc1ccc2c(c1)C(c1ccccc1Cl)=NCc1nncn1-2	-5	-29	2	nt	10	nt	2	94	-3.5	89
O=P(C(c1ccc2c(c1)OCO2)N1CCOCC1)(N1CCOCC1)N1CCOCC1 (stereo not given)	-6	4	nt	nt	5	-20	11	96	-2.4	94
CC1(C)C2([N+](=O)[O-])CNCC1([N+](=O)[O-])CNC2	6	-32	14	nt	2	nt	5	94	1.5	107
CC(=O)N1N=C2C3CCN(CC3)C2C1c1cccc2ccccc12 (stereo not given)	-1	5	3	nt	8	3	-1	85	-1.9	98
O=C1CN=C(c2ccccc2)c2oc3ccc(Br)cc3c2N1	14	-51	-30	1	4	-2	13	76	-1.3	83
Cc1cccc(NC(N)=S)c1	11	-33	-8	nt	5	-9	-3	92	-1.8	106
N=c1sc2c(n1Cc1ccccc1)CCCC2	11	-1	-24	0	10	-11	8	80	-0.8	76
CC(=NCCO)c1c(O)n(C)c(=O)n(C)c1=O	-4	-1	nt	0	5	11	1	103	-0.2	98
O=c1c(C=Nc2cccnc2Cl)c(O)n(CCCCl)c(=O)n1C1CCCCC1	-3	-39	nt	-5	11	-3	4	90	-1.4	88
Cc1nonc1-c1nc(-c2nonc2N)n[nH]1	-2	-33	nt	nt	6	0	0	101	-2.0	99
NC(=O)C1(N2CCCCC2)CCN(Cc2ccccc2)CC1	-6	-34	-36	-1	6	-24	1	93	-2.5	92
C[C@]12CCC(=O)C=C1CC[C@@H]1[C@@H]2CC[C@]2(C)C(=O)CC[C@@H]12	10	-1	nt	nt	9	3	1	93	-0.9	90
Cc1cc(OCc2nn[nH]n2)c2c3c(c(=O)oc2c1)CCCC3	4	-47	-6	-1	4	-13	3	100	1.5	106
CCCCOC(=O)C1=C(N)OC2=C(C(=O)CCC2)[C@]12C(=O)N(C)c1ccccc12	9	10	-32	5	7	-6	1	96	-0.8	102
CCCCCCN=C(C)c1c(O)n(Cc2ccccc2)c(=O)[nH]c1=O	-24	-40	5	-2	9	-5	7	94	-3.1	88
